From PubChem
MmCpn inh – blocks the Methanococcus maripaludis chaperonin Mm-Cpn | Potency, µM (doses to about 76.9 µM), without a hit: at the highest dose activity, negative = inhibition, most hits filed as inhibitors | 330,000 tested, 0.031% active | AID 504842 | purified Mm-Cpn ATPase, ADP Transcreener TR-FRET; further: potency means the concentration at half of the fitted maximal effect; on the % scale 0 is the no-effect control and ±100 the full control effect; nearly all actives have a fitted effect of over 80% in size
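Measured: ADP formation by purified Mm-CPN. Conditions: 25 nM protein, 10 uM ATP, Tris pH 7.4 with Mg2+, K+ and DTT, 37°C for 30 min. Detection: Transcreener HTRF after 30 min at room temperature.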
HepG2 viability – counter-screen for TGF-b inhibitors: cytotoxicity in HepG2 cells | AID 588856 | Potency, µM (series often up to 46.1 µM), for the others: at the highest dose activity change, negative = cytotoxicity, actives largely listed as cytotoxic | 410,000 tested, 0.76% active | HepG2 CAGA-GFP viability, ATP luminescence, 18 h; further: potency means the concentration at half of the fitted maximal effect; some results filed as inactive show a strong effect at the top dose
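HepG2 CAGA-GFP cells (1000/well, DMEM with 1% FBS) received compound, then TGF-beta at 500 pg/mL final, and were incubated 18 hours at 37 degrees C. Viability was read by CellTiter-Glo luminescence. Media-only wells were set as complete cell-killing and DMSO as no toxicity.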
Akt phos inh – inhibitors of Akt phosphorylation; Neuro2A IGF-stimulated pAkt S473 HTRF, 20 min; active compounds read low; 360,000 tested, 0.32% active; activity change, % for hits at 50 µM; AID 651550; in the data active means activity change below about -80%; inconclusive means mostly about -51% to -80%; further: on the % scale 0 is the no-effect control and ±100 the full control effect
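Neuro2A cells (4,500/well, DMEM with 0.5% FBS) were treated with compound at a single 50 µM final concentration, stimulated with 6 nM IGF for 20 min at 37 °C, and lysed. Phospho-Akt Ser473 was read by HTRF as 665/615 ratio ×10^4.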
TGFb inhibitor – blocks TGF-b signaling. AID 588855. 410,000 tested, 1.2% active. HepG2 CAGA-GFP TGF-b/SMAD3 reporter, GFP fluorescence, 18 h; TGF-beta stimulated, 500 pg/mL final. Potency, µM (doses to about 46.1 µM), for inactives: at the top dose activity, negative = inhibition, most hits filed as inhibitors; further: potency means the concentration at half of the fitted maximal effect; on the % scale 0 is the no-effect control and ±100 the full control effect; nearly all actives have a fitted effect of over 65% in size
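First, reporter cells (HEPG2 CAGA-GFP) rested 2 h at 37 degrees C. Next, compounds were pinned in and TGF-beta added to 500 pg/mL final. After 18 h, GFP was imaged per cell and summed per well.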
Nrf2 activator – activators of Nrf2 (ARE) signaling. AREc32 ARE-luciferase reporter (MCF7-derived line), luminescence, 24 h. Potency, µM (series often up to 46.1 µM), for the others: at the highest dose activation, hits mostly activators. 410,000 tested, 0.31% active; further: potency means the concentration at half of the fitted maximal effect; % of control where 0% means no effect; nearly all actives have a fitted effect of over 65% in size
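Luciferase luminescence (Steady-Glo, 30 min at room temperature) served as the read-out of ARE activation in AREc32 cells treated with compounds for 24 hr at 37 deg C.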
A549 tox – kills or reduces viability of A549 cells in Nrf2 counter-screen; AID 504648; Potency, µM (top dose mostly 46 µM), without a hit: at the top dose activity change, negative = cytotoxicity, most hits filed as inhibitors; 390,000 tested, 0.16% active; A549 ARE-Fluc cells, CellTiter-Fluor viability, 18-24 h; further: potency means the concentration at half of the fitted maximal effect; on the % scale 0 is the no-effect control and ±100 the full control effect
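A549 ARE_Fluc cells in 5% FBS OPTI-MEM were exposed to compounds in concentration-response for 18-24 h at 37 deg C. Viability was read by CellTiter-Fluor fluorescence (Ex 405/Em 525) after 30 min, before the luciferase read.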
Nrf2 block – blocks Nrf2 signaling | Potency, µM (highest dose often 46 µM), for inactives: top-dose activity change, negative = inhibition, actives largely listed as inhibitors | 360,000 tested, 2.1% active | A549 ARE-Fluc reporter, luciferase luminescence, 18-24 h; further: potency means the concentration at half of the fitted maximal effect; on the % scale 0 is the no-effect control and ±100 the full control effect; nearly all actives have a fitted effect of over 60% in size
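A549 ARE_Fluc cells (5000/well, 5% FBS OPTI-MEM) pre-incubated 2 h, then treated with compounds 18-24 h at 37C/5% CO2 in concentration-response. CellTiter-Fluor viability read first; BugLite luciferase luminescence after 15 min at room temperature gives Nrf2 activity.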
Abeta yeast res – compounds reversing amyloid beta toxicity in yeast; yeast expressing A-beta42, growth rescue, OD600, 48 h; response scale: 0% DMSO, 100% iron-clioquinol control; Potency, µM (top dose mostly 46.1 µM), for the others: at the highest dose growth rescue, hits mostly activators; 410,000 tested, 0.063% active; AID 1347071; further: potency means the concentration at half of the fitted maximal effect; nearly all actives have a fitted effect of over 55% in size
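Yeast growth medium received pinned compounds, then yeast cells expressing toxic A-beta were added; plates incubated at 30 C for 48 hr. Growth read as absorbance at 600 nm, normalized to DMSO and equimolar FeCl3 plus clioquinol controls.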
CCT chaperon mod – modulators of cytosolic chaperonin (CCT/TRiC) activity | activity change, % (test concentration not listed), hits read low | 360,000 tested, 0.3% active | AID 651819 | purified chaperonin ATPase assay, HTRF ADP detection, 30 min; in the data active means activity change below about -30%; further: on the % scale 0 is the no-effect control and ±100 the full control effect
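ATPase activity: ADP formed was measured by HTRF Transcreener (665/615 nm ratio) after 30 min at 37 deg C with 10 uM ATP. Compounds screened at one 76 uM concentration against 40 or 20 nM TRiC in Tris pH 7.4/KCl/MgCl2/DTT buffer.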
An asterisk follows results filed as active; i = inactive; ? = inconclusive; . = no result given; & = joins results of further samples; [ ] = another dose, or the depositor's remark. Unless noted, the call rests on the fitted dose curve; in most records, active means well fitted curve in the direction sought with a large enough effect; inconclusive means small, poorly fitted or top-dose-only effect, or another doubt; inactive means no such curve, though single readings can be large; an effect the other way counts as inactive or inconclusive. Rows were taken by chance; any-hit rate near 4.3%.

Results follow in this order: MmCpn inh	HepG2 viability	Akt phos inh	TGFb inhibitor	Nrf2 activator	A549 tox	Nrf2 block	Abeta yeast res	CCT chaperon mod
- Cc1cc(C)cc(NC(=O)c2ccc(N3C(=O)C4CCCCC4C3=O)cc2)c1 (centres undefined)
  -3.0%	3.3%	i	-20.4%	-0.3%	-2.4%	13.4%	-6.2%	-0.2
- COC(=O)c1ccc(NC(=S)NNC(=O)c2ccccc2)cc1
  -0.2%	-44.3%	i	-22.7%	0.0%	-7.3%	0.9%	-29.0%	-2.0
- CCc1c(C)sc(NC(=O)c2cc3nc(-c4ccc(OC)cc4)cc(C(F)(F)F)n3n2)c1C(=O)OC
  .	1.2%	.	-0.5%	-0.1%	7.3%	0.0%	-13.5%	.
- O=[N+]([O-])c1ccccc1/C=C/C=N/Nc1nc(N2CCCCC2)nc(N2CCCCC2)n1
  -0.1%	0.8%	i	-3.0%	-0.3%	0.8%	2.4%	24.0%	-3.1
- CC1CN(Cc2nc3c(c(=O)n(C)c(=O)n3C)n2CCN2CCOCC2)CC(C)O1 (centres undefined)
  1.4%	-18.6%	i	-2.1%	-0.6%	10.1%	2.8%	-15.8%	0.0
- CC1(C)CCSC(/C=C/c2ccccc2)=N1
  -2.3%	-40.8%	i	?	?	?	?	8.0%	-1.7
- S=C(NCCc1c[nH]c2ccccc12)NC1CC1
  1.1%	-35.4%	i	-1.7%	0.7%	4.9%	-4.7%	4.2%	-0.2
- O=C(O)Cc1ccc(NC(=O)c2cccc(NC(=O)c3ccco3)c2)cc1
  0.0%	4.3%	i	-0.6%	0.1%	9.7%	?	0.1%	0.7
- O=C(NCCO)C(=O)c1c(-c2ccccc2)cc2ccccn12
  5.0%	6.2%	i	5.6%	0.0%	-15.3%	3.8%	-2.9%	-0.7
- CCN(CC)S(=O)(=O)c1cnccc1N1CCN(c2cccc(Cl)c2)CC1
  1.0%	-5.5%	i	?	-0.3%	?	?	-61.9%[inhibitor]	2.5
- Cc1ccc(-c2cn(-c3ccc(OC(F)F)cc3)c3[n+]2CCCCC3)cc1
  1.0%	-19.6%	i	1.3%	-0.6%	2.7%	?	8.1%	-2.7
- Cc1ccc(-c2nc3ncccn3c2Nc2ccc3c(c2)OCCO3)o1
  -6.4%	8.8%	i	-5.7%	3.0%	-4.1%	14.9%	8.2%	-0.8
- COc1ccc(C2=NOC(Cn3nc(C(=O)O)cc3-c3ccccc3)C2)cc1 (centres undefined)
  -0.2%	11.7%	i	24.6%	0.2%	-3.2%	4.0%	5.8%	-2.7
- O=C1c2cccnc2C(=O)N1C1CCCCC1
  1.0%	3.6%	.	8.3%	0.0%	-1.0%	.	-22.3%	1.3
- CCCCOC(=O)c1ccc(NC(=O)COC(=O)c2ccc3ncsc3c2)cc1
  -14.2%	-10.9%	i	3.4%	0.0%	-0.2%	0.9%	-4.9%	-2.9
- CS(=O)(=O)N(CC(=O)N1CCc2ccccc2C1)c1cccc([N+](=O)[O-])c1
  -2.0%	-12.5%	i	-6.7%	-0.6%	-10.8%	-21.3%	5.7%	-0.2
- Cc1cccc(C)c1NC1=NC(=S)N(c2ccc(N(C)C)cc2)C1(C)C
  -20.3%	-14.1%	i	2.5%	-0.1%	0.0%	-21.1%	1.6%	-0.3
- Cn1c(=O)oc2cc(S(=O)(=O)NCCC(=O)NCc3ccc(F)cc3)ccc21
  0.9%	-2.8%&3.6%	i	-4.0%&3.6%	-1.0%&-1.3%	0.0%&17.2%	2.2%&-0.4%	-2.3%&-4.4%	0.5
- OC(c1ccccn1)C1CCN(Cc2nc(C(c3ccccc3)c3ccccc3)no2)CC1 (centres undefined)
  2.9%	-35.0%	i	-13.5%	3.6%	-3.2%	-14.1%	-8.6%	-4.9
- Cc1ccc(NS(=O)(=O)c2ccc(OCC(=O)NCC3CCCO3)cc2)cc1 (centres undefined)
  -7.3%	17.5%	i	?	-0.1%	9.3%	?	-4.9%	0.4
- COc1cccc(-c2nc(CS(=O)(=O)CC(=O)NCCc3ccc(OC)cc3OC)c(C)o2)c1
  -4.4%	-16.5%&-28.5%	i	?	0.4%&0.7%	-3.5%&-4.2%	?	3.9%&0.2%	-1.9
- Cc1ccnc(SCC(=O)Nc2cccc(S(=O)(=O)N3CCOCC3)c2)n1
  2.3%	10.7%	i	2.6%	3.4%	5.0%	-5.7%	-5.7%	-1.6
- Cc1cnc(SCc2ccc(Cl)cc2Cl)[nH]c1=O
  -6.6%	0.3%	i	-2.4%	3.7%	0.6%	0.1%	11.6%	-0.7
- CCc1ccc(-c2nc(CSCC(=O)NCc3ccc(C)cc3)c(C)o2)cc1
  .	-26.6%	.	?	-2.0%	14.0%	?	4.9%	.
- COc1cc(C(=O)NNC(=O)CNC(=O)c2ccc(Br)o2)cc(OC)c1OC
  -0.3%	2.8%	i	-0.5%	-0.8%	0.2%	21.0%	14.5%	-3.2
- COc1ccc([N+](=O)[O-])cc1N(CC(O)CN(CC(C)C)CC(C)C)S(=O)(=O)c1ccccc1 (centres undefined)
  5.0%	-44.9%	.	-11.7%	2.9%	-6.0%	?	33.0%	-6.2
- Cc1cc(C)nc(NC(=O)Cc2cccs2)n1
  -1.2%	0.0%	i	0.0%	-0.6%	0.7%	2.2%	4.7%	-1.4
- C=CCNc1oc(-c2ccc(OC)cc2)nc1C#N
  -6.3%	-12.0%	i	33.6%[activator]	3.0%	1.0%	?	-11.0%	-2.1
- COc1ccc(-c2cccc(-c3cc(=O)oc4ccc(C(C)(C)C)cc34)c2)cc1
  -3.8%	-30.5%	i	-28.2%	1.1%	19.7%	3.6%	3.0%	-0.8
- COc1ccc(Cn2c(-c3ccco3)nc3oc4cc(OC)ccc4c(=O)c3c2=O)cc1
  -0.2%	-8.4%	i	1.4%	2.8%	-1.9%	?	-2.8%	-2.0
- CC1CCCc2sc3ncn(N)c(=N)c3c21 (centres undefined)
  -6.4%	4.7%	i	-16.8%	-0.4%	2.9%	-17.1%	-12.1%	-0.7
- CCN1CCN(C(=O)c2ccc3c(c2)N(Cc2ccc(C)cc2)CCS3)CC1
  -2.6%	-25.8%	i	-12.3%	-2.1%	-2.7%	1.5%	.	1.0
- CCOC(=O)Cc1csc(NC(=O)CSc2nnc(C(C)C)n2CC)n1
  0.1%	-5.5%	i	-21.5%	-0.5%	8.4%	9.2%	-0.7%	0.7
- O=C(Nc1ccccc1Cl)C1CC(=O)N(Cc2ccco2)C1 (centres undefined)
  -0.9%	-2.4%	i	6.3%	0.0%	0.3%	5.7%	11.1%	1.6
- O=C(NCCNC(=O)c1ccccc1F)c1ccccn1
  -1.3%	-3.1%	i	2.4%	0.2%	-4.6%	15.0%	-4.6%	0.8
- CCCn1c(SCC(=O)Nc2ccccc2Oc2ccccc2)n[nH]c1=O
  0.8%	-3.9%	i	?	2.7%	-2.8%	.	10.5%	-2.0
- Cc1ccc(S(=O)(=O)Nc2c(C(=O)O)[nH]c3ccccc23)cc1C
  -13.0%	4.1%	i	16.0%	2.0%	?	0.0%	11.0%	0.4
- CN(C)c1ccc(/C=C(\C#N)C(=O)Nc2nc3c(s2)CCN(Cc2ccccc2)C3)cc1
  -0.3%	-22.5%	i	128.5%[activator]	2.7%	-14.4%	?	?	0.3
- CC(=O)OCC(OC(C)=O)C(OC(C)=O)C(OC(C)=O)C(=O)Nc1cccc(C)c1 (centres undefined)
  1.5%	34.3%	i	-10.1%	-0.6%	-11.5%	6.8%	6.3%	-1.7
- COC(=O)CCCC1=CC2=CC(=O)C(C)(OC(=O)c3cccs3)C(=O)C2=CN1C1CCCC1 (centres undefined)
  0.7%	-0.7%	i	-34.5%	-0.8%	-15.9%	-0.6%	-5.9%	0.0
- COc1cc2[nH]c(=O)n(CCC(=O)N3CCN(c4cc(Cl)ccc4C)CC3)c(=O)c2cc1OC
  -1.5%	-29.6%	i	41.6%[activator]	-0.3%	?	?	-0.8%	1.4

Three compounds from above, sorted by the number in CCT chaperon mod, highest first:
structure,CCT chaperon mod
CCN1CCN(C(=O)c2ccc3c(c2)N(Cc2ccc(C)cc2)CCS3)CC1,1.0
CN(C)c1ccc(/C=C(\C#N)C(=O)Nc2nc3c(s2)CCN(Cc2ccccc2)C3)cc1,0.3
CC1CCCc2sc3ncn(N)c(=N)c3c21 (centres undefined),-0.7

Single records (already shown).
Cc1cccc(C)c1NC1=NC(=S)N(c2ccc(N(C)C)cc2)C1(C)C is listed as MmCpn inh = -20.3%; HepG2 viability = -14.1%; Akt phos inh = i; TGFb inhibitor = 2.5%; Nrf2 activator = -0.1%; A549 tox = 0.0%; Nrf2 block = -21.1%; Abeta yeast res = 1.6%; CCT chaperon mod = -0.3
O=C1c2cccnc2C(=O)N1C1CCCCC1 is listed as MmCpn inh = 1.0%; HepG2 viability = 3.6%; Akt phos inh = .; TGFb inhibitor = 8.3%; Nrf2 activator = 0.0%; A549 tox = -1.0%; Nrf2 block = .; Abeta yeast res = -22.3%; CCT chaperon mod = 1.3
